Compound activity: PubChem, Sanford-Burnham Center for Chemical Genomics
ATG4B inhibitor = ATG4B (human) cysteine protease inhibition. Q9Y4P1. ATG4B cleavage of LC3-PLA2, NBD-HPC fluorescence, 1 h. inhibition, % at 8.33 µM. actives 0.51% (n = 340,000). AID 504462; in the data active means inhibition above about 40%
HKDC1 inhibitor = HKDC1 (human) hexokinase inhibition; inhibition, % at 20 µM; actives 0.16% (n = 340,000); Q2TB90; AID 493160; recombinant HKDC1, G6PDH/diaphorase resazurin coupled fluorescence;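 active means inhibition above about 35% when tested at 20 µM, limit read from the data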;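 further: plate controls were DMSO wells with enzyme for no effect and DMSO wells lacking enzyme for full effect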
Target sequence (Q2TB90 whole entry, looked up): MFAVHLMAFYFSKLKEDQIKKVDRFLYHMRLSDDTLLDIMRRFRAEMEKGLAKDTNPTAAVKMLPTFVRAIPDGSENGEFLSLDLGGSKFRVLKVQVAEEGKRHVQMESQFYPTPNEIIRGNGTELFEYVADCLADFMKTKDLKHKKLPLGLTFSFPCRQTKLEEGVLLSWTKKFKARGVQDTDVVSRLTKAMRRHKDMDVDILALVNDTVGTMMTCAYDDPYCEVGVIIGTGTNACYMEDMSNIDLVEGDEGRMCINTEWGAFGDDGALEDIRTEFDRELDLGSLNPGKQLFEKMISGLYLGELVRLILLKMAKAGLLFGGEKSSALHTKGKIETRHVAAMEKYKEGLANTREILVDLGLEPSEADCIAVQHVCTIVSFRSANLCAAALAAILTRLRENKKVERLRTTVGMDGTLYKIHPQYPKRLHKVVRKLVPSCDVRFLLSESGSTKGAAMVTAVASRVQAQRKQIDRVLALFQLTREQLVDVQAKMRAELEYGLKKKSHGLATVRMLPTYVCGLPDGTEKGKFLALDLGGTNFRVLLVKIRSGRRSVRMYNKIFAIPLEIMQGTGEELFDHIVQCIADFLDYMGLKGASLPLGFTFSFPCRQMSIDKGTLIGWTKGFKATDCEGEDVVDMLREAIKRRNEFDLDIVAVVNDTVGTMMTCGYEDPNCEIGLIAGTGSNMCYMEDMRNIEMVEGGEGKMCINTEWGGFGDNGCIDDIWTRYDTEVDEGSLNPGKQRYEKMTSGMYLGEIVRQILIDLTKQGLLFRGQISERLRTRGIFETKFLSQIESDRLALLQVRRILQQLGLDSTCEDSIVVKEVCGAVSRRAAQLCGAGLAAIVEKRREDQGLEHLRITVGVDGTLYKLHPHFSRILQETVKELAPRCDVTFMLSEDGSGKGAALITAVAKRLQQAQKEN
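Test system: Recombinant HKDC1 (HK5) hexokinase enzyme, produced in-house | Input: HKDC1 at 5 µg/mL | Buffer or medium: Tris pH 8.0 buffer with MgCl2, Tween-20, BSA, BME | Schedule: 90 min reaction incubation at room temperature, dark | Technique: Resazurin-to-resorufin fluorescence via G6PDH and diaphorase coupling, 525/613 nm | Controls: DMSO wells with and without enzyme mix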
hIAP act = human IAP activation. purified human IAP, CDP-Star luminescence, 30 min; active compounds read high; 1 = vehicle-only enzyme, 0 = enzyme-free background. activation factor at 10 µM. actives 0.16% (n = 330,000);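 active means activation factor of the enzyme at least 2-fold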; further: the source names both 10 and 20 µM as test concentration; values of inactives mirror those of a sister screen read the other way
hIAP inh = human IAP inhibition | P09923 | inhibition, % at 10 µM | actives 0.12% (n = 330,000) | AID 2544 | purified IAP, CDP-Star luminescence, 30 min;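 active means inhibition reaching a set limit with compound at 10 µM in the primary screen, cut at about 35% in these data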;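 further: plate controls were DMSO wells with enzyme for no effect and no-enzyme buffer wells for full effect; values of inactives mirror those of a sister screen read the other way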
mIAP act = mouse IAP activation; muIAP, CDP-Star luminescence, 30 min; active compounds read high; 1 = vehicle-only enzyme signal, 0 = enzyme-free wells; activation factor at 10 µM; actives 0.24% (n = 330,000); AID 2805;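 active means activation factor of at least 2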; further: the source names both 10 and 20 µM as test concentration; values of inactives mirror those of a sister screen read the other way
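System: Mouse IAP enzyme | Also added: CDP-Star substrate | Dosing: Compounds dispensed in DMSO | Schedule: 30 min enzyme-substrate-compound incubation at room temperature | Technique: Chemiluminescence readout | Control set: DMSO-only wells and no-enzyme negative control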
mIAP block = blocks mouse intestinal alkaline phosphatase; purified mouse IAP, CDP-Star luminescence, 30 min; inhibition, % at 10 µM; actives 0.2% (n = 330,000);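 active means inhibition of at least 40% at 10 µM in the primary screen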;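 further: plate controls were DMSO with enzyme for no effect and no enzyme wells for full effect; values of inactives mirror those of a sister screen read the other way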
PfG6PD inh = PfG6PD (Plasmodium falciparum) enzyme inhibition; PfGluPho enzyme, NADPH resazurin-diaphorase fluorescence; inhibition, % at 20 µM; actives 0.78% (n = 350,000);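 active means inhibition reaching at least a set limit at 20 µM in the primary screen, cut at about 59% in these data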;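 further: 0% = DMSO wells with substrate and 100% = DMSO wells lacking glucose-6-phosphate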
APOBEC3A inh = inhibitors of human APOBEC3A DNA deaminase; actives 0.41% (n = 330,000); P31941; inhibition, % at 20 µM; recombinant A3A, FAM/TAMRA ssDNA deamination fluorescence; AID 493011;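 active means at least 40% inhibition at 20 µM here, with at most 30% in a related deaminase screen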;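 further: plate controls were A3A with DMSO for no effect and wells lacking A3A enzyme for full effect; some results filed as inactive read as strong as hits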
Target sequence (P31941 whole entry, looked up): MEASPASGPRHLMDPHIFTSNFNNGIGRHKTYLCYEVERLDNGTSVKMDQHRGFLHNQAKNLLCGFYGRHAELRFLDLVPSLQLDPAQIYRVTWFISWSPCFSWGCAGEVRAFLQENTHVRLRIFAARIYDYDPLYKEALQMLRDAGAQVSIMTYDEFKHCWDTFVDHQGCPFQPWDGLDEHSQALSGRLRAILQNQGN
* hit, by the source's call; . = not tested or not shown.

Molecule,ATG4B inhibitor,HKDC1 inhibitor,hIAP act,hIAP inh,mIAP act,mIAP block,PfG6PD inh,APOBEC3A inh
CC(C)OC(=O)c1nn2c(C(F)(F)F)cc(-c3ccco3)nc2c1Cl,1,-6,1,-2,0.93,7,2,-2
O=C(Nc1ccc2c(c1)ncn2-c1ccccc1)c1ccco1,-9,-4,1,0,1,-2,23,4
CC(=O)Nc1ccc(S(=O)(=O)N(C)c2ccc(O)cc2)cc1,10,5,0.93,7,0.95,5,-25,-3
CN(/C=C/C(=C\C=[N+](C)c1ccccc1)OCCCS(=O)(=O)[O-])c1ccccc1,6,-3,0.79,21,0.92,8,-9,23
CCN(CC(=O)Nc1c(F)cccc1F)C(=O)C1CCN(S(=O)(=O)c2ccc(C)cc2C)CC1,0,-8,1.3,-28,1.1,-6,2,-2
c1ccc(CN=C2NN=C(c3cc4ccccc4o3)CS2)cc1,2,-2,0.88,12,0.8,20,-15,0
COc1ccc(CCNC(=O)CSc2ccc(Br)cc2)cc1OC,-7,-3,1,0,0.91,9,-2,-3
O=C(Cn1cncn1)NCc1ccc(Cl)cc1,2,-5,1.1,-10,1.1,-10,-1,-2
COc1cccc(CNC(=O)CCC2CCCN(c3cc(C)nc(N4CCCC4)n3)C2)c1 (configuration not stated),2,7,1.2,-21,1,-1,-19,2
COC(=O)c1ccc(N/C=C/C(=O)c2ccc(OC)c(OC)c2)cc1,-8,10,1.2,-25,0.89,12,-21,-9
COc1ccc(NC(=O)Nc2c(C)n(C)n(-c3ccccc3)c2=O)cc1OC,2,-3,1,0,0.97,3,3,3
CC(C)n1c(NCc2ccc(Cl)cc2)nc2ccccc21,29,-2,1,-2,1.1,-9,9,3
CNCC[C@H](Oc1ccc(C(F)(F)F)cc1)c1ccccc1,4,-2,0.85,15,0.89,11,-10,-2
COc1ccc(C(=O)N2CCCCCC2)cc1OC1CCN(C(C)C)CC1,4,-3,1.2,-18,0.97,3,3,-2
c1coc(-c2nc3c4c5c(sc4ncn3n2)CCCC5)c1,-17,1,1.1,-13,0.94,6,3,2
Cc1cc(C)n(Cc2cccc(C(=O)N/N=C/c3ccncc3)c2)n1,-2,33,0.88,12,0.98,2,-7,-1
O=c1nc2c(-c3ccccc3F)n[nH]n2c2ccccc12,-9,9,1,0,0.98,2,53,-2
CC(=O)Nc1ccccc1NC(=O)CN(C)S(=O)(=O)c1ccc(C)cc1,-13,-4,1.1,-12,0.97,3,-4,-1
CCCCN(C(=O)c1cccs1)C1CCS(=O)(=O)C1 (configuration not stated),3,-4,0.94,6,0.96,4,9,-2
Cc1c(C(=O)N2CCN(c3ccccc3F)CC2)oc2c1C(=O)CC(C)(C)C2,-1,-2,1,-2,0.91,9,5,-2
N/C(=N\OC(=O)Cc1ccc([N+](=O)[O-])cc1)c1cccc(Br)c1,-1,-1,0.99,1,0.91,9,24,0
NC(=O)CSc1nc2c(sc(=S)n2-c2ccccc2)c(=O)[nH]1,-7,2,0.83,17,0.93,7,4,1
CN(C)c1ccc(C(=S)N2CCN(S(=O)(=O)c3ccccc3)CC2)cc1,-3,-3,1.2,-19,0.99,1,4,-7
COc1ccc(-c2cc(C(=O)Nc3c(C)n(C)n(-c4ccccc4)c3=O)c3ccccc3n2)cc1,-2,1,0.97,3,0.98,2,2,-2
COC(=O)CCC(=O)OC1(C)C(=O)C=C2C=C(C3CC3)N(CC(C)C)C=C2C1=O (configuration not stated),.,.,1,-1,1,-5,.,5
CCOc1ccc(C(=O)NC2CCN(C(=O)NCc3ccccc3)CC2)cc1,-10,0,1,-5,1.2,-15,-1,-3
CCOC(=O)c1c(N)sc(C(=O)OC)c1C,-8,-6,1.3,-26,1,-4,9,3
COc1ccc2c(C=O)cn(C)c2c1,-6,1,0.95,4,1,-1,14,2
O=S(=O)(c1ccccc1)N1CCN(c2nnnn2-c2ccccc2)CC1,-5,3,1.2,-22,0.97,3,4,8
COc1cc2oc3ccccc3c2cc1N(CC(=O)N1CCCCC1)S(=O)(=O)c1ccc(C)cc1,-2,0,1.1,-9,0.95,5,10,2

Continuation.
Molecule,ATG4B inhibitor,HKDC1 inhibitor,hIAP act,hIAP inh,mIAP act,mIAP block,PfG6PD inh,APOBEC3A inh
CCN(CC)S(=O)(=O)c1ccc(NCCc2ccccn2)nc1,2,-1,0.86,14,0.98,2,-4,-6
c1cc2c(cc1-n1cnnn1)OCO2,-8,-2,1.2,-19,1.1,-10,3,1
CC(=O)NC12CC3CC(C1)CC(C(=O)OCC(=O)Nc1ncc(Cl)cc1Cl)(C3)C2,-5,0,0.93,7,1,0,-6,4
CCN(CC)CCNc1c2c(c(C#N)c3nc4ccccc4n13)CCCC2,11,0,0.83,17,1.2,-22,-14,1
Cn1c(N2CCN(S(=O)(=O)c3ccc(F)cc3)CC2)nc2ccccc21,-15,-1,1.1,-15,1.1,-6,-9,-3
C=CC[N+](C)(C)CCN1C(=O)C2C(c3ccccc3)C=CC(c3ccccc3)C2C1=O (configuration not stated),3,-12,1.2,-17,0.99,1,2,0
CCCCCOc1ccc(C(C)(O)C(CN2CCOCC2)c2ccccc2)cc1 (configuration not stated),-3,-1,1.2,-20,1,-2,13,5
O=C(Nc1ccc(OCc2ccccc2)cc1)Nc1ccccc1C(=O)NCCCN1CCOCC1,-1,-5,1.1,-11,1.2,-20,0,-6
COc1ccc(C(=O)OCC(=O)NCCc2ccc(F)cc2)cc1S(=O)(=O)N1CCOCC1,-6,-5,0.95,5,1.1,-9,4,1
O=C(CCN1C(=O)/C(=C/c2ccc(Cl)cc2)SC1=S)Nc1cccnc1,-16,-4,0.93,8,0.95,5,-8,-2
O=C1CCCc2nc(N3CCN(Cc4ccccc4)CC3)ncc21,-14,-7,1.4,-45,1,-2,3,-3
CCCS(=O)(=O)N1CCN(C(=O)COc2ccccc2)CC1,3,-1,1.2,-24,0.99,1,-10,-5
O=C(NCCCn1ccnc1)c1ccc2c(c1)OCCO2,-17,-3,0.93,7,0.98,2,-1,-1
NC(=NCCc1ccc(Cl)cc1)NS(=O)(=O)c1ccc(F)cc1,-12,-10,1.1,-11,1.1,-12,8,-3
Cc1ccc(NC(=O)c2ccsc2)cc1NS(C)(=O)=O,7,2,0.95,5,1.1,-14,5,0
CC1CCN(C(=O)Cn2cc(C#N)c3ccccc32)CC1,4,-10,1.2,-16,1,-2,-11,-4
O=C(Nc1ccccc1)Nc1ccccc1NS(=O)(=O)c1cccs1,-2,15,0.94,6,0.9,10,-28,-3
CCOCCCNC(=O)C(c1ccc(Cl)cc1)N(Cc1cccs1)C(=O)c1ccccn1 (configuration not stated),-2,-4,0.99,1,0.98,2,-8,1
COc1ccc(Br)cc1S(=O)(=O)N(CC(=O)N1CCOCC1)c1ccccc1,-20,7,0.92,8,1,-2,8,6
O=C(Cn1c(=O)sc2ccccc21)Nc1ccc(O)cc1,10,9,0.98,2,1,-1,-6,1
NC(=O)c1ccc[n+](CC(=O)c2cccc([N+](=O)[O-])c2)c1,1,-5,0.96,4,1,-4,-1,-6
COc1cc2c(cc1OC)C(c1cc3ccc(C)cc3[nH]c1=O)N(C(=O)c1ccco1)CC2 (configuration not stated),-15,1,1.2,-23,1,-2,-1,-3
CCN(CC(=O)NC1CCS(=O)(=O)C1)S(=O)(=O)c1cc([N+](=O)[O-])ccc1C (configuration not stated),-2,-3,0.95,5,0.97,3,17,-5
CCCNCc1cc(OCC)c(OCC(N)=O)cc1Br,3,-4,1.4,-44,0.97,3,-9,-6
N#Cc1c2n(c3c(=O)n(Cc4ccccc4)cnc13)CCCC2,-17,-6,1.1,-6,1.1,-11,-1,-2
CCc1ccccc1NC(=S)NCC1CCN(c2ccc(OC)cc2)C1 (configuration not stated),29,14,1,0,1.1,-5,26,4
N#Cc1c(NC(=O)COC(=O)C2CC3C=CC2C3)oc(-c2ccccc2)c1-c1ccccc1 (configuration not stated),13,5,1,0,0.96,4,-28,-11
OC(CNC1Cc2ccccc2C1)COc1ccc(Cl)cc1 (configuration not stated),-1,-2,1,-2,0.9,10,3,2
CCC(=O)N1CCCc2ccccc21,-7,-1,1.9,-92,1,-4,4,-3
Cn1c(C(=O)O)ccc1S(=O)(=O)N1CCCCCC1,-4,-7,0.96,4,1,-5,-7,-1

Arranged by molecular weight (rising): part of the list above.
Molecule,ATG4B inhibitor,HKDC1 inhibitor,hIAP act,hIAP inh,mIAP act,mIAP block,PfG6PD inh,APOBEC3A inh
CCC(=O)N1CCCc2ccccc21,-7,-1,1.9,-92,1,-4,4,-3
Cn1c(C(=O)O)ccc1S(=O)(=O)N1CCCCCC1,-4,-7,0.96,4,1,-5,-7,-1
N#Cc1c2n(c3c(=O)n(Cc4ccccc4)cnc13)CCCC2,-17,-6,1.1,-6,1.1,-11,-1,-2

Next part:
Molecule,ATG4B inhibitor,HKDC1 inhibitor,hIAP act,hIAP inh,mIAP act,mIAP block,PfG6PD inh,APOBEC3A inh
CCOc1ccc(-n2c(=O)cc(N3CCN(c4ccccc4)CC3)[nH]c2=O)cc1,2,-9,1.1,-8,0.96,4,-18,-4
O=C(NCc1ccccc1Br)c1ccc2c(c1)OCCO2,11,-6,1.2,-20,1,-4,-8,-3
COC(=O)c1cn(NC(=O)c2cccc(F)c2)c(=O)c2ccccc12,-5,0,1,-1,1,-4,-7,4
Cc1ccc2cc(CN(Cc3nnnn3C3CCCCC3)CC3CCCO3)c(=O)[nH]c2c1 (configuration not stated),-2,5,0.99,1,1.1,-6,19,0
O=C(c1cc(-c2cccnc2)nc2ccc(Br)cc12)N1CCN(c2ncccn2)CC1,-1,-1,1.2,-19,0.96,4,-31,-1
CCSc1nnc(Cc2cc(=O)[nH]c(=O)[nH]2)n1-c1ccc(F)cc1,-9,-7,0.89,11,0.86,14,-18,-2
COC(=O)c1ccc(OCC(=O)c2ccccc2OC)cc1,5,2,1.1,-9,1,-3,8,-1
CCOC(=O)N1CCN(C(=O)CN2C(=O)CC(C)(C)S(=O)(=O)c3ccccc32)CC1,1,4,1.1,-7,1,-4,-13,2
c1ccc(CN2CCN(C(c3ccccc3)c3ccccc3)CC2)cc1,-4,1,0.92,8,0.99,1,-10,1
NS(=O)(=O)c1ccc(CCN2C(=O)/C(=C\c3ccc(Cl)cc3)SC2=S)cc1,-9,-6,0.9,10,0.8,20,-22,3
O=C(O)c1cc(S(=O)(=O)N2CCCCC2)ccc1Cl,1,-4,0.91,10,1,0,-21,1
CCOC(=O)CN(c1cccc(C(C)=O)c1)S(C)(=O)=O,-3,-8,0.83,17,0.93,7,-17,-1
Clc1cccc(OCCOCCN2CCNCC2)c1Cl,-5,-6,0.99,1,0.99,1,4,-2
COc1ncccc1-c1nnn(-c2ccccc2)n1,-2,3,0.99,1,0.81,19,2,-2
COc1ccc(NC(=O)C(=O)NCCN2CCN(C(=O)c3ccc(C)cc3)CC2)cc1,3,-3,0.95,5,0.97,3,-8,-3
Cc1nc(-c2ccc(S(=O)(=O)Nc3ccc(Br)cc3F)cc2)co1,-6,0,1,-4,1,-3,-5,-3
CN(C(=O)COC(=O)CSCc1cccc(Cl)c1)c1c(N)n(Cc2ccccc2)c(=O)[nH]c1=O,-4,-5,1.2,-22,1,-1,5,10
CCCCc1c(O)nc(SCC(=O)c2ccccc2)n(-c2ccccc2OC)c1=O,2,0,1.2,-23,0.93,7,-34,2
COc1cc(S(=O)(=O)NCCN2CCOCC2)ccc1-n1cnnn1,0,-8,1.1,-11,0.95,5,-12,0
